From PubChem BioAssay
All columns: NCI-60 one-dose screen, growth in % after 48 h at 10 µM unless noted; 100 = growth as untreated, 0 = no growth, -100 = all killed.
HCC-2998: HCC-2998 colon cancer; hit rate 4.7% among 79,000; AID 1794799
SNB-75: SNB-75 CNS cancer; hit rate 5% among 79,000
PC-3: PC-3 prostate cancer cells | hit rate 3.9% among 80,000
SNB-19: SNB-19 CNS cancer cells; AID 1794751; hit rate 2.5% among 81,000
SF-539: SF-539 CNS cancer; hit rate 6.8% among 81,000; AID 1794752
SF-295: SF-295 CNS cancer cells; AID 1794758; hit rate 5.6% among 79,000
U251: U251 CNS tumor cells | hit rate 5.4% among 80,000 | AID 1794753
SF-268: SF-268 CNS cancer cells; hit rate 3.1% among 82,000; AID 1794759
The depositor's hits bear a star; x = not tested or not shown. The calls were made as follows: active = growth percent below 10; inactive = the rest.

SMILES	HCC-2998	SNB-75	PC-3	SNB-19	SF-539	SF-295	U251	SF-268
CCCCn1c(=O)c(/C=C/C(=O)/C=C/c2ccc(O)c(OC)c2)cc2ccc(Cl)cc21	33	55	27	38	53	30	3.3*	30
CCN(CC)c1nc(Cl)nc2c1ncn2CCCNc1ccnc2cc(Cl)ccc12	89	83	74	106	84	91	91	91
Cc1ccc(-c2cc(C(=O)N3CCC(Cc4ccccc4)CC3)nn2-c2ccc(S(C)(=O)=O)cc2)cc1	109	105	80	92	90	94	94	117
COc1cc(C2=NN(C(C)=O)C(c3ccc(N(C)C)cc3)C2)cc(OC)c1OC (stereo not drawn)	102	96	105	90	91	95	97	105
Nc1nc(Nc2ccc(Br)cc2)n(Cc2cccc(Br)c2)n1	102	77	96	98	93	98	98	95
COc1cc(C(=O)N/N=C/c2cc3ccc(OCc4ccccc4)cc3nc2OC)cc(OC)c1OC	99	88	78	88	87	101	88	81
CCNC1(S(=O)(=O)O)C(=O)Nc2ccccc21 (stereo not drawn)	115	93	104	100	100	109	105	105
CCCC/C(=C\c1ccc(O)c(OC)c1)C(=O)NC(Cc1ccccc1)C(=O)C(=O)NCCc1ccc(OC)cc1 (stereo not drawn)	114	71	57	91	90	91	95	80
O=S(=O)(NCCCNc1nccc(-c2c(-c3ccc(F)c(O)c3)nc3sccn23)n1)c1ccc(Cl)cc1	112	122	59	115	103	106	84	83
CC(C)=CCC/C(C)=C/CC/C(C)=C/CCc1cc(C)oc1C	101	91	52	103	90	95	86	106
CCCCCCCN(CCCCCCC)C(C)C(O)c1ccc2cc(Br)c3ccccc3c2c1 (stereo not drawn)	102	91	101	106	115	103	96	99
O=C1Nc2ccccc2/C1=C/c1cccn1C(=O)c1ccc(Cl)s1	54	64	33	28	62	89	22	39
Nc1nc2ccccc2n2cc3ccccc3c12	101	88	92	98	104	103	89	95
CCCCCCCCCCCCCCCCC1CO1 (stereo not drawn) (tested in a mixture with another compound)	124	93	90	112	115	108	108	108
O=C(Cc1ccc(/C=C/C(=O)c2nccs2)cc1)Nc1ccccc1	105	108	92	85	100	97	48	95
O=C(CN1CCN(c2cc3c(cc2F)c(=O)c(C(=O)O)cn3C2CC2)CC1)NCc1ccccc1	95	75	95	97	98	x	96	95
CCCCNc1cc(Cl)nc(N)n1	120	80	x	x	98	119	98	105
NS(=O)(=O)c1cccc(N/C=C/C(=O)c2cc3cc(Br)ccc3oc2=O)c1	105	84	89	105	92	102	97	97
O=C1CC2CC=CCN2C=C1c1ccc(F)cc1 (stereo not drawn)	94	107	94	100	107	103	85	99
CCCCNC(=S)Nc1ccc(OCc2nc3ccc(Cl)cc3[nH]2)cc1	3.6*	26	35	53	28	68	24	48
COC(=O)c1ccc(C(C)C)cc1	101	103	91	103	102	100	99	101
CCOC(=O)Cn1ccsc1=NC(=O)c1ccc(Cl)cc1	99	60	87	98	92	97	90	93
CC[C@@]1(O)C(=O)OCc2c1cc1n(c2=O)Cc2c-1nc1ccccc1c2/C=N/OC(C)(C)C	6.4*	0.2*	24	5.7*	-24*	-1.6*	-37*	2.4*
CCn1c2ccc(O)cc2c2c(C)c3c[n+](CCCCCC(N)=O)ccc3c(C)c21	85	93	x	76	79	85	89	69
CC(=O)Nc1ccc(-c2cn(-c3cccc(C(=O)Nc4ccc(Cl)c(C(F)(F)F)c4)c3)nn2)cn1	-36*	88	1.6*	-35*	-97*	-64*	-60*	6.7*

In another format: entries from further up
CC(C)=CCC/C(C)=C/CC/C(C)=C/CCc1cc(C)oc1C
  HCC-2998: 101; SNB-75: 91; PC-3: 52; SNB-19: 103; SF-539: 90; SF-295: 95; U251: 86; SF-268: 106
CCCCCCCN(CCCCCCC)C(C)C(O)c1ccc2cc(Br)c3ccccc3c2c1 (stereo not drawn)
  HCC-2998: 102; SNB-75: 91; PC-3: 101; SNB-19: 106; SF-539: 115; SF-295: 103; U251: 96; SF-268: 99
O=C1Nc2ccccc2/C1=C/c1cccn1C(=O)c1ccc(Cl)s1
  HCC-2998: 54; SNB-75: 64; PC-3: 33; SNB-19: 28; SF-539: 62; SF-295: 89; U251: 22; SF-268: 39
Nc1nc2ccccc2n2cc3ccccc3c12
  HCC-2998: 101; SNB-75: 88; PC-3: 92; SNB-19: 98; SF-539: 104; SF-295: 103; U251: 89; SF-268: 95

Other compounds follow.
SMILES	HCC-2998	SNB-75	PC-3	SNB-19	SF-539	SF-295	U251	SF-268
CN(C)C(=O)C1=NC(Cc2ccccc2)C(=O)N(c2ccccc2)N1 (stereo not drawn)	110	100	101	102	100	99	108	103
O=C1CSC(=S)N1/N=C/c1cccc(OCc2ccccc2)c1	105	97	93	109	99	96	x	107
CC[C@]1(O)C[C@@H]2CN(CCc3c([nH]c4ccccc34)[C@@](C(=O)OC)(c3cc4c(cc3OC)N(C)[C@H]3[C@@](O)(C(=O)OC)[C@H](OC(=O)CCCBr)[C@]5(CC)C=CCN6CC[C@]43[C@@H]65)C2)C1	9.3*	13	20	29	-10*	8.8*	14	21
CC(=O)N(C)c1ccc(Nc2cc(S(=O)(=O)O)c(N)c3c2C(=O)c2ccccc2C3=O)cc1	119	97	96	108	101	111	107	117
COc1ccc(Cn2c(Br)c3c(c2-c2cc(OC)c(OC)c(OC)c2)CCc2sc(NC(C)=O)nc2-3)cc1	70	25	44	41	23	3.5*	39	37
COc1cc2oc(-c3cccc(NC(=O)Nc4ccc5c(c4)OCO5)c3)cc(=O)c2c(OC)c1OC	59	21	46	83	82	60	62	76
O=C1C(Cl)=C(Cl)C(=O)C(Cl)(Cl)C1(Cl)Cl	113	95	95	113	98	105	93	112
CC(=O)OS(=O)(=O)c1ccc(C)cc1	101	80	100	113	107	102	101	99
O=C(CCCC1SCC2NC(=O)NC21)NCCCc1cn(CCOCc2ccccc2)nn1 (stereo not drawn)	111	94	94	105	97	99	102	107
C=CC(=O)N1CCN(c2cccc(Oc3nccc(Nc4nnc(-c5ccccc5)s4)n3)c2)CC1	106	92	94	99	103	103	103	101
CCCCCCCC/C=C\CCCCCCCCOc1cccc(CCOP(=O)(O)OCC[N+](C)(C)C)c1	90	51	14	59	94	87	57	68
O=C(c1ccccc1)c1c(-c2ccccc2)oc2ccccc2c1=O	107	103	83	113	111	106	95	94
CCCc1cc(CN2CCOCC2)c(O)c(CN2CCOCC2)c1O	111	97	105	113	117	112	104	99
COc1ccc2c(Cl)cc(NC(=O)Nc3c(C)cccc3C)nc2c1	95	-25*	72	79	90	0.4*	76	81
O=C1OC(N2CCCCC2)c2nc3ccccc3c(/C=C/c3ccccc3)c21 (stereo not drawn)	107	87	95	109	93	101	93	87
CC1(c2ccccc2O)NN=C(/N=C/c2ccc(O)cc2)N1C(Cc1c[nH]c2ccccc12)C(=O)O (stereo not drawn)	100	84	60	92	87	96	87	89
COCCn1c(Nc2ccc(C(=O)NO)cc2)nc2ccccc21	73	22	70	70	62	62	61	82
CC(C)(C)c1cc(-n2c(-c3ccc(Cl)cc3)nc3cc(C(=O)N4CCOCC4)ccc32)n[nH]1	115	96	94	107	103	88	106	105
NS(=O)(=O)Oc1ccc(C(=O)NC23CC4CC(CC(C4)C2)C3)cc1Cl	114	89	96	95	96	101	92	93
Nc1ncc(-c2ccc(NS(=O)(=O)c3cc(Cl)c(F)cc3F)cc2)[nH]1	104	100	99	94	95	99	102	96
CCCCCCCCCCCCCC[N+](C)(C)CCCCCCCCCCCCCC	62	63	13	70	77	x	45	71
CCOC(=O)C1NC(C(=O)OCC)C(=O)C1=O (stereo not drawn)	104	84	91	110	100	102	96	103
COc1cc2c(cc1OC)C(C)=NCC2	103	97	106	109	97	101	102	98
N#Cc1c(-c2ccccc2Cl)c2ccc3ccccc3c2oc1=O	100	81	51	87	100	92	58	97
Cc1ccc(Nc2cc(=S)nc(N)[nH]2)cc1	97	x	93	94	100	116	98	98

Additional structures.
SMILES	HCC-2998	SNB-75	PC-3	SNB-19	SF-539	SF-295	U251	SF-268
C=CC[C@@H]1C(=O)[C@@H]2C[C@@H](O)[C@@H](O)C[C@]2(C)[C@H]2CC[C@@]3(C)C(=C12)CC[C@@H]3[C@@](C)(O)[C@H](O)CCC(C)(C)O	101	95	91	97	95	100	93	101
COc1cc2nc(-c3ccc(Cl)cc3)cc(OCCN3CCC(O)CC3)c2cc1OC	94	72	82	95	82	97	90	80
Nc1ccccc1/C=C/C(=O)O	115	x	94	112	107	107	99	107
COc1ccc(-c2cnoc2-c2ccc(O)cc2O)cc1OC	111	x	79	97	84	92	92	107
Cc1cc(O)c(C(C)C)cc1N=Cc1ccc([N+](=O)[O-])cc1	112	98	95	109	90	119	104	94
COc1cc([C@@H](CCO)C[C@H](C)c2ccc3ccccc3c2)cc(OC)c1OC	56	-10*	30	38	9.9*	20	28	49
CCCC1CCCCC1Br (stereo not drawn)	103	78	100	111	107	98	100	106
O=C1/C(=C/c2coc3ccccc3c2=O)N=C(c2ccccc2)N1c1ccc(S(=O)(=O)Nc2nccs2)cc1	x	72	93	84	93	91	76	97
N#CCC(=O)c1ccccc1[N+](=O)[O-]	104	101	99	107	101	107	108	89
CCN(CC)Cc1cc(Cc2ccccc2)ccc1O	93	105	101	104	109	99	102	100
CCOC(=O)N1CCN(c2nncc3ccccc23)CC1	117	104	93	x	103	102	99	104
C/C=C/C=C/C(=O)OCC	114	99	98	101	109	101	100	103
CN1CCN(CC2C3CCC(C3)C2O)CC1 (stereo not drawn)	100	92	100	104	101	104	106	102
CCC(C)[C@H](NC(C)=O)C(=O)N[C@@H](CCCNC(=N)N)C(=O)N[C@@H](CCCCN)C(=O)N[C@@H](CC1CCC(O)CC1)C(=O)NC(C(=O)N[C@@H](CCSC)C(=O)N[C@@H](CCCNC(=N)N)C(=O)N[C@@]1(C)CCC/C=C\CCC[C@@](C)(C(=O)NC(C(=O)N[C@@H](CCC(=O)O)C(=O)N[C@@H](CC(C)C)C(=O)N[C@H](C(=O)N[C@@H](CCC(=O)O)C(N)=O)C(C)C)[C@@H](C)O)NC(=O)[C@H](CCC(N)=O)NC(=O)[C@H](CC(C)C)NC(=O)[C@H](CC(C)C)NC1=O)[C@@H](C)O (stereo partly drawn)	103	107	99	110	98	101	99	48
COC(=O)c1cccc(C(=O)OC)c1-c1c(C(=O)OC)cccc1C(=O)OC	93	108	101	108	92	109	105	x
COc1ccccc1S(=O)(=O)Nc1ccc2c3c(cc(-c4cnn(C5CC5)c4)nc13)C(=O)N2C	75	19	61	78	61	54	82	84
O=S(=O)(NCCNc1nccc(-c2c(-c3ccc(F)cc3)nc3sccn23)n1)c1ccc(I)cc1	77	82	73	102	107	x	78	77
Cc1ccc(C(C(=O)NC2CCCCC2)N(C(=O)C2CCc3cc(F)ccc3O2)c2ccc(F)cc2F)cc1 (stereo not drawn)	94	44	60	28	78	80	69	78
Cn1c(=S)c2[nH]c(SCC3CCCO3)nc2n(C)c1=O (stereo not drawn)	115	95	109	77	104	x	105	119
Fc1ccc(Cc2nnc(SC3CCCC3)n2CCCc2cnc[nH]2)cc1	109	86	103	96	111	99	100	104
ClC(Cl)c1ccccc1C(Cl)(Cl)Cl	94	118	96	94	110	118	104	116
Cc1cccc(NC2CNC(=O)NC2=O)c1 (stereo not drawn)	102	79	91	102	98	121	97	104
N/N=C1\c2ccccc2-c2ccc(N)cc21	87	79	x	104	103	100	100	92
CCc1nn2c(-c3cc(OC)c(OC)c(OC)c3)c(-c3cc(OC)c(OC)c(OC)c3)nc2s1	102	-26*	83	62	60	61	58	46
CCN(CC)CCC(=O)c1ccc(OC)c2ccccc12	91	89	102	87	x	100	95	110

The listing continues.
SMILES	HCC-2998	SNB-75	PC-3	SNB-19	SF-539	SF-295	U251	SF-268
NC(=O)c1c2c(c3ccc4c5ccccc5ccc4n13)C(=O)c1ccccc1C2=O	110	136	91	99	99	103	99	113
COc1ccc(N2C(=O)CSC2c2ccc(Cl)cc2)cc1 (stereo not drawn)	107	102	89	101	114	92	102	115
CCNCCNc1cc(-c2cccc(C(F)(F)F)c2)c(C#N)c2nc3ccccc3n12	-81*	-89*	-59*	-20*	-89*	-82*	-89*	-74*
O=c1cc(CSc2cccnc2)occ1O	x	108	92	106	113	105	106	120
CCOc1ccc2cc(S(=O)(=O)O)ccc2c1N	108	95	97	97	96	90	103	111
CCOC(=O)C(CC)C(C)=O (stereo not drawn)	111	92	95	100	90	108	98	112
CC1=C(C#N)c2nc3cccnc3c(=O)n2[C@]1(C)O	99	86	53	95	94	102	102	103
CCCS(=O)(=O)Nc1ccc(C(=O)CC2(O)C(=O)Nc3ccc(F)cc32)cc1 (stereo not drawn)	109	88	98	96	95	96	98	103
COc1ccc(CCN2C(=O)c3[nH]nc(-c4cc(Cl)c(C)cc4O)c3C2c2ccccc2F)cc1 (stereo not drawn)	102	129	85	100	101	114	95	95
O=C(/C=C/C(=O)n1ccc2ccccc21)n1ccc2ccccc21	77	78	88	107	106	88	102	108
Nc1ccc(OCCOc2ccc([N+](=O)[O-])cc2)cc1	96	95	91	101	95	110	97	103

One compound at a time, as listed above. Values in the order: HCC-2998, SNB-75, PC-3, SNB-19, SF-539, SF-295, U251, SF-268
Results for `CCCS(=O)(=O)Nc1ccc(C(=O)CC2(O)C(=O)Nc3ccc(F)cc32)cc1` (stereo not drawn) : 109, 88, 98, 96, 95, 96, 98, 103
Results for `CCNCCNc1cc(-c2cccc(C(F)(F)F)c2)c(C#N)c2nc3ccccc3n12` : -81*, -89*, -59*, -20*, -89*, -82*, -89*, -74*
Results for `O=c1cc(CSc2cccnc2)occ1O` : x, 108, 92, 106, 113, 105, 106, 120
Results for `CCOc1ccc2cc(S(=O)(=O)O)ccc2c1N` : 108, 95, 97, 97, 96, 90, 103, 111
Results for `COc1ccc(N2C(=O)CSC2c2ccc(Cl)cc2)cc1` (stereo not drawn) : 107, 102, 89, 101, 114, 92, 102, 115
